MrgX1 antag = blocks BAM8-22 activation of human MrgX1 receptor. hit rate 1.3% among 310,000. Q96LB2. B-score at 10 µM. MRGX1-HEK293 calcium flux, Fluo-4, BAM8-22 antagonism; hits give low values. AID 588676;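 active = calcium-response B-score plate-corrected more than 3 library SD below zero, starting fluorescence within 5 deviations, no agonist response on first addition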;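 note: peak minus trough fluorescence over baseline after final BAM8-22 challenge near maximal dose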
MrgX1 ag = human MrgX1 receptor agonism, primary screen. Q96LB2. MrgX1-HEK293 cells, Fluo-4 calcium fluorescence, agonist mode; hits give high values. B-score at 10 µM. hit rate 0.44% among 310,000;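 active = calcium response B-score plate-corrected fluorescence ratio at least 3 library SD, with starting fluorescence B-score inside 5 SD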
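Test system: HEK293 cells stably expressing human MrgX1 receptor; Input: fifteen thousand cells per well; Dosing: compound delivered in addition one of three; Schedule: overnight seeding, then 1 h dark dye loading; Technique: Fluo-4 NW calcium fluorescence; Measure: B-scored fluorescence response ratio; Controls: positive and negative controls per plate.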
SKKanGAS inh = blocks kanamycin growth of S. pyogenes SKKanGAS strain; BacTiter-Glo, 6 h; inhibition, % at 7.5 µM; hit rate 1.3% among 300,000; AID 1662;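 active = mean replicate score, as percent of positive control median, at least 50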;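 note: strain carries kanamycin resistance gene driven by streptokinase promoter and grows in 40 µg/ml kanamycin; loss of luminescence reflects streptokinase promoter inhibition or plain growth inhibition; 0% = median of DMSO wells and 100% = positive control at its reference dose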
TRPC4 act = opens the mouse TRPC4 cation channel | Q9QUQ5 | HEK293 TRPC4beta/mu-opioid, Fluo4 calcium fluorescence; hits give high values | B-score at 10 µM | hit rate 0.49% among 310,000;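 active = B-score above 5 SD of library B-scores, and initial fluorescence ratio not above library mean plus 5 SD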;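 note: positive B-score marks a calcium rise read as TRPC4 activation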
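Test system: HEK293 cells stably co-expressing mouse TRPC4beta and mu-opioid receptor | Schedule: Fluo4 dye loading 45 min at room temperature, 110 s recording | Measured by: Kinetic Fluo4 calcium fluorescence, 5 s baseline at 1 Hz | Evaluation: B score of integrated ratio | Controls: Buffer (low) and maximal DAMGO (high)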
TRPC6 inh = inhibitors of mouse TRPC6 channel. B-score at 10 µM. hit rate 1.1% among 310,000. AID 2553. HEK293-TRPC6, membrane potential dye, ACh-evoked depolarization; hits give low values;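 active = B-score under library mean minus 3 SD, initial fluorescence not abnormally high, positive integrated signal ratio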;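 note: B-score derived from integrated fluorescence ratio over the kinetic read; more negative B-score means stronger inhibition of depolarization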
TRPC4 block = inhibitors of mouse TRPC4 channel; hit rate 0.39% among 300,000; B-score at 10 µM; HEK293 TRPC4beta/mu-opioid, DAMGO-evoked Fluo4 calcium flux; hits give low values;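 active = B-score over 3 SD under the library average, no early fluorescence shift, positive overall ratio signal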
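Test system – stable TRPC4beta/mu-opioid receptor HEK293 cells · Probe or stimulus – DAMGO, a submaximal dose followed by a maximal one · Dosing – one concentration per compound · Signal – Fluo4 calcium fluorescence by kinetic imaging, 5 s 1 Hz baseline · Evaluation – per-well B score of integrated baseline-normalized Fluo4 ratio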
TMEM16A inh = blocks the mouse calcium-activated chloride channel TMEM16A | Q8BHY3 | HEK293 TMEM16A/YFP iodide influx fluorescence, ionomycin | normalized B-score (activity score, 25-100; higher = stronger inhibition) at 10 µM | hit rate 1.2% among 310,000 | AID 588511;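 active = ratio plate-corrected score three or more library SD toward inhibition, starting fluorescence score within five deviations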;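 note: score derived from kinetic fluorescence span divided by baseline fluorescence per well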
Target sequence (Q8BHY3 whole entry, looked up): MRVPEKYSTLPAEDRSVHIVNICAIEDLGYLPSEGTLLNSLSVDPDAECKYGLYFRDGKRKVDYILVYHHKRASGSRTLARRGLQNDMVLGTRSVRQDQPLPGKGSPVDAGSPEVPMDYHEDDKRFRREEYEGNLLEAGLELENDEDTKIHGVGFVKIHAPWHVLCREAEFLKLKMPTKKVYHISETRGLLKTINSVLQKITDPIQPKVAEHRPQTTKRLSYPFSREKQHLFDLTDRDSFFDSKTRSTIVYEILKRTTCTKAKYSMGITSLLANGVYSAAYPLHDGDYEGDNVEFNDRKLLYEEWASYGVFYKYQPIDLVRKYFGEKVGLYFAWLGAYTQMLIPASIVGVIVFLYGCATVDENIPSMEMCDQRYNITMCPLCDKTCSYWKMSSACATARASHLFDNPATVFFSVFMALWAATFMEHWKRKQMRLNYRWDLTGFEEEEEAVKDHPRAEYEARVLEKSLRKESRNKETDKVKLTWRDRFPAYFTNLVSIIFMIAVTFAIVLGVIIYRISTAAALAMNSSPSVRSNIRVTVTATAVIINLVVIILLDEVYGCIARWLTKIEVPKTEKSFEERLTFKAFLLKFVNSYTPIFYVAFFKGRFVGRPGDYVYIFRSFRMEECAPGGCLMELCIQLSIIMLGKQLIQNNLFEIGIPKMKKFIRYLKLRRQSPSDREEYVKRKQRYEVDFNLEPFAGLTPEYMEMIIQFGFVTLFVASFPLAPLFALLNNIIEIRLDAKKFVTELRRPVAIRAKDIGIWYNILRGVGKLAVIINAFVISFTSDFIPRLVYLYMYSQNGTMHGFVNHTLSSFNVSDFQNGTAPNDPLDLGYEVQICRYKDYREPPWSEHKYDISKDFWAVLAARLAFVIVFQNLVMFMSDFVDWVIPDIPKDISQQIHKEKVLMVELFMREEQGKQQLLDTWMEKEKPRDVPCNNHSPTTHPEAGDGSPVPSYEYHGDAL
TMEM16A act = mouse TMEM16A channel activation, primary screen. HEK293 TMEM16A/YFP-H148Q/I152L, iodide quench fluorescence; hits give low values. AID 623877. hit rate 0.3% among 340,000. Q8BHY3. B-score at 10 µM;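 active = fluorescence-ratio B-score plate-corrected deviation score at least 3 library SD below zero, with starting fluorescence score within 5 deviations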;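 note: channel opened by trigger with iodide after compound preincubation; score built on the fluorescence ratio of max minus min over baseline; more negative score means more quench and so TMEM16A activation or potentiation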
TRPC4 potent = allosterically enhances the mouse TRPC4 cation channel | Q9QUQ5 | HEK293 TRPC4beta/mu-opioid, DAMGO EC20, Fluo-4 Ca2+ flux; hits give high values | B-score at 10 µM | hit rate 0.42% among 310,000 | AID 2227;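 active = B-score of calcium response area above 5 SD of library B-scores, with initial fluorescence ratio within 5 SD of library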;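 note: B-score of integrated fluorescence ratio over time as area under calcium response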
MrgX1 allo act = allosterically activates human MrgX1 receptor signaling | Q96LB2 | hit rate 0.63% among 310,000 | AID 588675 | B-score at 10 µM | MrgX1-HEK293, Fluo-4 calcium flux, FDSS; hits give high values;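 active = plate-corrected calcium response at least 3 library SD above typical, normal starting fluorescence, not activating the receptor alone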;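 note: compound read alongside a low EC10 to EC30 dose of BAM8-22 agonist; peak minus trough fluorescence over baseline measured at the second addition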
TRPC6 act = activates the mouse TRPC6 cation channel | hit rate 0.13% among 310,000 | AID 2550 | HEK293-TRPC6 membrane potential dye fluorescence; hits give high values | B-score at 10 µM | Q61143;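 active = B-score of the integrated fluorescence ratio above library mean plus 3 SD, and starting fluorescence ratio within library mean plus 5 SD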;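 note: higher score means more depolarization so channel activation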
Active calls of the source: *; i = inactive; / = no result given.

SMILES | MrgX1 antag | MrgX1 ag | SKKanGAS inh | TRPC4 act | TRPC6 inh | TRPC4 block | TMEM16A inh | TMEM16A act | TRPC4 potent | MrgX1 allo act | TRPC6 act
Cc1ccc([N+](=O)[O-])cc1NC(=O)c1c(-c2ccccc2)noc1C | i | i | 1.5 | i | i | i | i | i | i | i | i
OC(COCc1ccccc1)CN1CCCCC1 (stereo unspecified) | i | i | -7.7 | i | i | i | i | i | i | i | i
Cc1cc(C)nc(SCC(=O)Nc2ccc(S(=O)(=O)Nc3ncccn3)cc2)n1 | i | i | -12.9 | i | i | i | i | i | i | i | i
CCC(C)c1ccc(NC(=S)NC(C)C2CCCO2)cc1 (stereo unspecified) | i | i | 13.1 | i | i | i | i | i | i | i | i
CCOC(=O)c1c(C)n(C)c2cc(-c3ccc(C)cc3)c(O)cc12 | i | i | -3.7 | i | i | i | i | i | i | i | i
O=C(Nc1ccc(Cl)c(S(=O)(=O)N2CCOCC2)c1)c1ccc2c(c1)OCCO2 | i | i | 2.2 | i | i | i | i | i | i | i | i
O=C1CC(N2CCN(c3ccccc3Cl)CC2)C(=O)N1c1cccc(F)c1 (stereo unspecified) | i | i | 3.0 | i | i | i | i | i | i | i | i
Cc1ccc(S(=O)(=O)N2CCC(C(=O)NCCc3ccc(S(N)(=O)=O)cc3)CC2)cc1 | i | i | -11.7 | i | i | i | i | i | i | i | i
Cc1ccc(NC(=O)CS(=O)CC(=O)N(CC(=O)NC(C)(C)C)c2cccc(C)c2C)cc1 (stereo unspecified) | i | i | 2.9 | i | i | i | i | i | i | i | i
CN(C(=O)CSc1ncc(C(F)(F)F)cc1Cl)c1c(N)n(Cc2ccccc2)c(=O)[nH]c1=O | i | i | -4.8 | i | i | i | i | i | i | i | i
Cc1cc(N2CCCC2)nc2ccccc12 | i | i | -9.0 | i | -8.2* | i | i | i | i | i | i
Cc1c(N=C2N=C(NC(=O)Nc3ccc(Cl)cc3)c3ccccc32)c(=O)n(-c2ccccc2)n1C | i | i | 40.4 | i | i | i | i | i | i | i | i
COc1ccc(CNc2nc3c(c(=O)n(Cc4ccc(Cl)cc4)c(=O)n3C)n2C)cc1 | i | i | 45.8 | i | i | i | i | i | i | i | i
COc1ccccc1CNC(=O)CSc1n[nH]c(N)n1 | i | i | 1.0 | i | i | i | i | i | i | i | i
Cn1c(-c2nonc2N)nc2ccccc21 | i | i | -5.9 | i | i | i | i | i | i | i | i
Cc1ccc(C)c(NC(=O)CS(=O)(=O)c2cccc3nsnc23)c1 | i | i | -6.2 | i | i | i | i | i | i | i | i
O=C1c2ccccc2C(=O)c2c1cccc2N1CCCC1 | i | i | 14.6 | i | i | i | i | i | i | i | i
CCOc1ccc(NC(=O)COc2ccc(S(=O)(=O)N3CCCC3)cc2)cc1 | i | i | -1.3 | i | i | i | i | i | i | i | i
Cc1cc(SCCOc2ccccc2)nc(N)n1 | i | i | -6.8 | i | i | i | i | i | i | i | i
COc1ccccc1-c1nnc(NC(C)=O)s1 | i | i | -6.5 | i | i | i | i | i | i | i | i
NNC(=O)CNc1cccc(Br)c1 | i | i | -0.1 | i | i | i | i | i | i | i | i
CC1CCCN(Cc2nc3c(c(=O)n(C)c(=O)n3C)n2CC(N)=O)C1 (stereo unspecified) | i | i | 2.5 | i | i | i | i | i | i | i | i
CC(=O)NC12CC3CC(C1)CC(C(=O)N1CCN(S(=O)(=O)c4cccc(F)c4)CC1)(C3)C2 | i | i | -1.0 | i | i | i | i | i | i | i | i
CCOC(=O)C1CCN(S(=O)(=O)c2ccc(-c3ccccn3)s2)CC1 | i | i | 2.2 | i | i | i | i | i | i | i | i
Cc1ccc(-c2cn(-c3ccccc3)c(SCC(N)=O)n2)cc1C | i | i | 5.8 | i | i | i | i | i | 21* | i | i

Additional records.
SMILES | MrgX1 antag | MrgX1 ag | SKKanGAS inh | TRPC4 act | TRPC6 inh | TRPC4 block | TMEM16A inh | TMEM16A act | TRPC4 potent | MrgX1 allo act | TRPC6 act
O=S(=O)(/N=C(\c1ccc(Cl)cc1)N1CCOCC1)c1ccccc1 | i | i | -6.6 | i | i | i | i | i | i | i | i
CC1CC(C)CN(CCCNC(=O)Cn2ncc3c([nH]c4ccccc43)c2=O)C1 (stereo unspecified) | i | i | 24.7 | i | i | i | i | i | i | i | i
COc1ccc(CCN2C(=NC(=O)CC(C)C)SC3CS(=O)(=O)CC32)cc1OC (stereo unspecified) | i | i | -8.4 | i | i | i | i | i | i | i | i
COc1ccc(C(=O)/C=C/Sc2nc3ccccc3o2)cc1 | i | i | 11.8 | i | i | i | i | i | i | i | i
Cc1ccc(-n2cnc(=O)c3cccnc32)cc1 | i | i | -3.5 | i | i | i | i | i | i | i | i
CC(C)n1c(N2CCN(CC(=O)NCc3cccs3)CC2)nc2ccccc21 | i | i | 9.5 | i | i | i | i | i | i | i | i
OCC#CCSc1nnc(-c2ccc(Br)cc2)o1 | i | i | -3.3 | i | i | i | i | i | i | i | i
CCCSc1nc(C)c2cc(C)cc(C)c2n1 | i | i | 2.1 | i | i | i | i | i | i | i | i
CC(=O)Nc1sc2c(c1-c1nc3ccccc3s1)CCN(C(C)C)C2 | i | 27.5* | / | / | / | / | i | i | / | i | /
CC(=O)c1cccc(NC(=O)CSc2nnc(C(C)N(C)C)n2Cc2ccccc2)c1 (stereo unspecified) | i | i | 2.4 | i | i | i | i | i | i | i | i
CCN(c1cccc(C(F)(F)F)c1)S(=O)(=O)c1ccc2c(c1)CCN2C(=O)C1CC1 | i | i | 8.6 | i | i | i | 100* | i | i | i | i
COc1ccc(CC(=O)Nc2cccc(/C(C)=N/NC(=O)c3cccc([N+](=O)[O-])c3)c2)cc1 | i | i | 29.6 | i | i | i | i | i | i | i | i
O=C(CC(c1ccccc1)c1cc(Br)ccc1O)N1CCCC1 (stereo unspecified) | i | i | 6.9 | i | i | / | i | i | i | i | i
CC(=O)C1=C(c2ccccc2)NC(=O)NC1c1ccccc1OCC(=O)Nc1ccccc1 (stereo unspecified) | i | i | 12.3 | i | i | i | i | i | i | i | i
O=C(N/N=C/c1ccc(OC(=O)c2cccc(F)c2)cc1)c1cccnc1 | i | i | -5.7 | i | i | i | i | i | i | i | i
COc1ccc(C(=S)NC2CCCCC2)cc1 | i | i | -13.9 | i | i | i | i | i | i | i | i
C=CCn1c(=O)c(C(=O)Nc2cccnc2)c(O)c2ccccc21 | i | i | 5.6 | i | i | i | i | i | i | i | i
COc1ccc(/C=C2\SC(=S)N(CC(=O)N3CCN(C)CC3)C2=O)cc1 | i | i | 4.8 | i | i | i | i | i | i | i | i
Cc1ccc(C(C(=O)NC2CCCC2)N(Cc2ccc(F)cc2)C(=O)c2csnn2)o1 (stereo unspecified) | -4.57* | i | -6.0 | i | i | i | i | / | i | i | i
C/C(=N\NC(=O)c1ccc(NS(=O)(=O)c2cccs2)cc1)c1ccccn1 | i | i | 26.1 | i | i | i | i | / | i | i | i
CC(C)OC(=O)n1c(=S)oc2ccccc21 | i | i | 3.1 | i | i | i | i | i | i | i | i
CC1CC(C)CN(C(=O)C(NS(=O)(=O)c2ccc(Br)s2)c2ccccc2)C1 (stereo unspecified) | i | i | 32.1 | i | i | i | i | i | i | i | i
CCN(CC)S(=O)(=O)c1cccc(C(=O)OCC(=O)C23CC4CC(CC(C4)C2)C3)c1 | i | i | 5.2 | i | i | i | i | i | i | i | i
O=C(CSc1c(Cl)cccc1Cl)NC1CCCc2ccccc21 (stereo unspecified) | i | i | 4.1 | i | i | i | i | i | i | i | i
NCCc1nnc(SCc2ccccc2Cl)o1 | i | i | 0.9 | i | i | i | i | i | i | i | i

Continuation.
SMILES | MrgX1 antag | MrgX1 ag | SKKanGAS inh | TRPC4 act | TRPC6 inh | TRPC4 block | TMEM16A inh | TMEM16A act | TRPC4 potent | MrgX1 allo act | TRPC6 act
CC(C)N(C(=O)CSc1nc(Cc2ccccc2)nc2ccccc12)C(C)C | i | i | 26.7 | i | i | i | i | i | i | i | i
COc1ccc(C(=O)N2CCN(c3ccc(C)cc3)CC2)cc1OC | i | i | -3.9 | i | i | i | i | i | i | i | i
COc1cc2[nH]c(C(=O)N3CCc4ccccc4C3)cc2c(OC)c1OC | i | i | -6.3 | i | i | i | i | i | i | i | i
N#Cc1cccnc1Oc1ccccc1 | i | i | -1.2 | i | i | i | i | i | i | i | i
CCCn1c(N)c(C(=O)CSc2nc3ccccc3s2)c(=O)[nH]c1=O | i | i | 8.4 | i | i | i | i | i | i | i | i
CCN(CC)S(=O)(=O)c1cc(NC(=O)CSc2nccn2C)ccc1C | i | i | -1.7 | i | i | i | i | i | i | i | i
CCCc1cc(=O)[nH]c(Nc2cc(OC)ccc2OC)n1 | i | i | -15.7 | i | i | i | i | i | i | i | i
Cc1ccc(S(=O)(=O)NCc2cccnc2)s1 | i | i | -6.5 | i | i | i | i | i | i | i | i
Cc1ccc(CNC(=O)CSc2nnc3c(n2)[nH]c2ccccc23)cc1 | i | i | 7.1 | i | i | i | i | i | i | i | i
Cc1cc(NS(=O)(=O)c2ccc(NC(=O)c3oc4ccccc4c3C)cc2)no1 | i | i | 8.2 | i | i | i | i | i | i | i | i
CN1CCN(C(=O)Nc2ccc([N+](=O)[O-])cc2)CC1 | i | i | -4.2 | i | i | i | i | i | i | i | i
Cc1ccc(C(=O)NC2CCC(C)CC2)s1 (stereo unspecified) | i | i | -3.5 | i | i | i | i | i | i | i | i
O=[N+]([O-])c1ccc(/C=N/Nc2ncccc2[N+](=O)[O-])s1 | i | i | 11.9 | i | i | i | i | i | i | i | i
N=c1ccn2c(n1)O[C@H]1[C@@H](CO)[C@H](O)O[C@H]12 | i | i | / | / | / | / | i | i | / | i | /
COc1cccc(C(=O)NN2c3ccccc3CCc3ccccc32)c1 | i | i | -6.1 | i | i | i | i | i | i | i | i
Cc1cc(C)n(-c2ccc(NC(=O)C3CCN(Cc4ccccn4)CC3)cc2)n1 | i | i | -7.5 | i | i | i | i | i | i | i | i
Cc1cc(C)cc(OCc2nnc(SCC(=O)OC(C)C)o2)c1 | i | i | 6.7 | i | i | i | i | i | i | i | i

Assay outcomes deposited in PubChem by several laboratories.
